RPL19A TOR yeast: RPL19A-GFP expression modulators in yeast, primary screen, cell-based, S. cerevisiae, multiplex flow cytometry, MLPCN | percent response vs DMSO, % at 10 µM | hit rate 0.3% among 330,000 | AID 2025, 2009 | S. cerevisiae RPL19A-GFP strain, 3 h; active compounds read low;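 active = percent response vs DMSO below 50%; inconclusive = fewer than 70 events counted for the yeast strain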;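 also: median channel GFP fluorescence of the barcoded RPL19A-GFP strain; ratio of sample median GFP to plate DMSO average so 100% = DMSO; lower means less RPL19A-GFP as with rapamycin TOR inhibition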
AGP1-GFP MLPCN: modulators of AGP1-GFP expression in yeast TOR pathway, primary screen, cell-based, multiplex flow cytometry, S. cerevisiae, MLPCN library; 3 h; GFP as percent of DMSO wells; GFP response vs DMSO, % at 10 µM; hit rate 0.02% among 320,000; AID 2066, 2009;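 active = GFP response relative to DMSO above a set limit, near screen average plus 3 SD, cut at about 150% in these data; inconclusive = fewer than 70 cells counted for the yeast strain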;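 also: median GFP channel fluorescence of the gated AGP1 strain per well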
CIT2-GFP yeast: modulators of CIT2-GFP expression in yeast, primary screen, S. cerevisiae, GFP fusion, multiplex flow cytometry, MLPCN library | S. cerevisiae CIT2-GFP strain, 3 h; 100 means same as DMSO wells | GFP response vs DMSO, % at 10 µM | hit rate 0.065% among 320,000 | AID 2029, 2009;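 active = GFP response relative to DMSO above a set limit, near the screen mean plus 3 SD, cut at about 150% in these data; inconclusive = Fewer than 70 cells measured for a yeast strain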;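 also: ratio of well median GFP fluorescence to mean of DMSO wells on the plate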
LAP4 TOR yeast: modulators of LAP4-GFP expression in yeast, primary screen, S. cerevisiae, multiplex flow cytometry, MLPCN library | 3 h; median GFP as percent of DMSO wells | GFP response vs DMSO, % at 10 µM | hit rate 0.34% among 320,000 | AID 2023, 2009;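 active = GFP response vs DMSO above a set limit, about the screen mean plus 3 SD, cut at about 150% in these data; inconclusive = under 70 cell events counted for the yeast strain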
MEP2 TOR yeast: modulators of MEP2-GFP levels in yeast, primary screen, S. cerevisiae, multiplex flow cytometry, MLPCN library | GFP response vs DMSO, % at 10 µM | hit rate 0.51% among 330,000 | S. cerevisiae MEP2-GFP strain, 3 h; 100% = DMSO control level | AID 2016, 2009;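 active = GFP response versus DMSO above a set limit, roughly screen mean plus 3 SD, cut at about 180% in these data; inconclusive = fewer than 70 cells counted for a yeast strain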;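 also: median GFP fluorescence of the barcode-gated MEP2-GFP cells per well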
proCasp3 act: activators of human procaspase-3 D3A mutant, primary screen, biochemical, absorbance, PC-3 D3A mutant, single concentration; Caspase-3 (Homo sapiens), P42574; recombinant procaspase-3 D3A, Ac-DEVD-pNA absorbance 405 nm; activation, % at 8.5 µM; hit rate 0.11% among 330,000;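 active = activation above the mean of all tested compounds plus 3 SD, cut at about 21% in these data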;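 also: 0% = DMSO alone and 100% = DMSO wells spiked with extra 5 µM PC-3 D3A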
Target sequence (P42574 whole entry D9A/D28A/D175A): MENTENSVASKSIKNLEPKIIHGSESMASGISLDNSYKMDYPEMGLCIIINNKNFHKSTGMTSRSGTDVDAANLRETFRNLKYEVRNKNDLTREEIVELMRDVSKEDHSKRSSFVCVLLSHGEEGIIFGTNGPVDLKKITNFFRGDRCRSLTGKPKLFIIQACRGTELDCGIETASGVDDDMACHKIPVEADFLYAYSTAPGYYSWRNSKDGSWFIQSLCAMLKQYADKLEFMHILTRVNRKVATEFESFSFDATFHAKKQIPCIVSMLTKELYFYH
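Assay system: Procaspase-3 D3A mutant, all three cleavage aspartates alanine. Buffer or medium: Zinc-free HEPES saline buffer with Triton X-100. Times: 1 h compound preincubation, 2 h substrate hydrolysis at 25 °C. Measured by: 405 nm absorbance of p-nitroaniline, reads at 0 and 120 min. Read-out basis: percent activation relative to control range. Replicates: singlicate.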
AHR act: AHR activators, primary screen, cell-based, luminescence, luciferase reporter, human. AHR-responsive luciferase reporter cells. activation, % at 5 µM. hit rate 2.5% among 320,000. AID 2796, 2010; in the data active = activation above about 47%;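 also: 0% = vehicle wells and 100% = reference agonist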
procasp7 counter: procaspase-7 activators, primary screen, counter-screen for procaspase-3 activator project, biochemical, absorbance, HTS, human; recombinant procaspase-7, Ac-DEVD-pNA absorbance 405 nm; D23A/D198A/D206A triple mutant, cannot self-cleave; scale: DMSO 0, 5 µM enzyme 100; activation, % at 8.5 µM; hit rate 0.093% among 330,000; Caspase-7 (Homo sapiens), P55210;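 active = percent activation above the screen-wide mean plus 3 SD, cut at about 25% in these data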
Target sequence (P55210 whole entry D23A/D198A/D206A): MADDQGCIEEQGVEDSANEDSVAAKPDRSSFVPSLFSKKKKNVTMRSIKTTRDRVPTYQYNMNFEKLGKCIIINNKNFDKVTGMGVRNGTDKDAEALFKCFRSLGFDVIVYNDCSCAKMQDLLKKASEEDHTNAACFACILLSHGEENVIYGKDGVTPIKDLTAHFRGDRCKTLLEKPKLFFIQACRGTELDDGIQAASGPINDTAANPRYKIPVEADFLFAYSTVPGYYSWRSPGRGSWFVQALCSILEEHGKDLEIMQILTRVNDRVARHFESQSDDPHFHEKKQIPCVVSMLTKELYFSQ
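Detection: p-Nitroaniline absorbance at 405 nm, read at 0 and 120 min; system: Uncleavable procaspase-7 mutant enzyme; evaluation: % activation from two-timepoint absorbance difference, scaled to controls; times: 1 h enzyme–compound preincubation and 2 h substrate reaction, both 25 °C; buffer or medium: Zinc-free HEPES pH 7.4 with 300 mM NaCl, 0.01% Triton X-100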
Starred values were filed as active, the others as inactive; ? = inconclusive; . = no result given; [ ] = remark or other dose. The order is random; 3.5% or so of the library scored in one or more.

1: c1ccc(N2CCN(c3nc(-c4cccs4)nc4ccccc34)CC2)cc1
2: S=C(Nc1cccnc1)Nc1cccc2cnccc12
3: Cc1cc(=O)[nH]c(N/N=C/c2c(C)nn(-c3ccccc3)c2Cl)n1
4: CCCN(/C=N/c1sc2c(c1C#N)CCCCC2)CCC
5: O=C(COC(=O)c1ccccc1Br)NC(=O)NCc1ccccc1
6: COc1cc(C(=O)OCC(=O)N2CC(C)OC(C)C2)cc(OC)c1OC (configuration not stated)
7: Cc1cc(C)nc(SCNC(=O)c2ccccc2)n1
8: CCOCc1nnc(NC(=O)CS(=O)(=O)c2ccc(C)cc2)s1
9: CC(=O)c1sc(NC(=O)CCCc2nc3ccccc3c(=O)[nH]2)nc1-c1ccccc1
10: O=C1CCCCN1CCC(=O)N1CCCC(N2CCN(c3cccc(Cl)c3)CC2)C1 (configuration not stated)

Assay by compound,1,2,3,4,5,6,7,8,9,10
RPL19A TOR yeast,106,100,101,103,96,97,102,102,89,104
AGP1-GFP MLPCN,89,106,108,108,96,99,97,99,89,99
CIT2-GFP yeast,101,104,103,.,96,96,93,98,84,105
LAP4 TOR yeast,95,106,103,95,95,100,109,94,93,90
MEP2 TOR yeast,105,97,98,106,87,98,101,102,87,101
proCasp3 act,10,1,0,-7,-11,-7,-26,10,1,4
AHR act,8,15,-11,11,-1,2,3,-1,6,6
procasp7 counter,2,-8,7,-5,-6,-3,-28,5,5,-11

11: O=C(c1ccco1)N1N=C(c2ccncc2)CC1(O)C(F)(F)F (configuration not stated)
12: Cc1ccccc1OCC(=O)N/N=C/c1cn(Cc2ccccc2)c2ccccc12
13: C=CCN(CC(=O)NCc1ccc(F)cc1)C(=O)c1csnn1
14: COc1ccc(S(=O)(=O)N2CCc3cc4c(cc3C2C)OCCCO4)cc1 (configuration not stated)
15: c1ccc2sc(NC3=NCN(CCN4CCOCC4)CN3)nc2c1
16: Oc1ccc(-c2csc(-c3c[nH]c4ccccc34)n2)c(O)c1
17: Cc1ccc(-n2ncc3c2CC(C)(C)CC3NC(=O)CCN2CCCCC2=O)cc1 (configuration not stated)
18: COc1ccccc1N1CCN(c2nc(C)nc3c2oc2ccccc23)CC1
19: CCN(CC)C(=O)COC(=O)C1CCN(S(=O)(=O)c2ccc3c(c2)OCCO3)CC1
20: COC(=O)C1=C(C)N=C2SC(C)C(=O)N2C1/C=C/c1ccccc1OC (configuration not stated)

Assay by compound,11,12,13,14,15,16,17,18,19,20
RPL19A TOR yeast,94,97,97,99,97,97,102,88,99,101
AGP1-GFP MLPCN,99,97,103,101,96,95,103,97,101,96
CIT2-GFP yeast,92,100,103,96,95,98,100,89,94,91
LAP4 TOR yeast,97,95,101,113,86,102,100,109,101,101
MEP2 TOR yeast,100,104,97,95,100,91,104,116,99,109
proCasp3 act,9,3,0,1,-7,1,5,8,-6,-5
AHR act,9,6,-2,3,4,61*,2,8,1,4
procasp7 counter,-4,-5,2,1,12,3,1,-8,-15,-9

21: CN(CC(=O)Nc1ccc2c(c1)OCO2)S(=O)(=O)c1ccc(F)cc1
22: O=C(OCc1nnc(-c2ccc(Br)cc2)o1)c1ccco1
23: CCC(=O)N1CCc2cc(S(=O)(=O)NC(Cc3ccccc3)C(=O)NC3CCCCC3C)ccc21 (configuration not stated)
24: COc1ccc(NC(=O)CSc2nnc(NC(=O)c3ccco3)s2)cc1OC
25: CCCCOc1ccc(C2CC(=O)N(C)C2=O)cc1 (configuration not stated)
26: CCOC(=O)CSc1n[nH]c(-c2ccco2)n1
27: O=c1cc(CN2CCOCC2)c2c(ccc3ccccc32)o1
28: Cc1ccc(OCC(=O)NCCNC(=O)COc2ccc(C)cc2)cc1
29: COc1ccccc1CCNCc1ccc(OC)c(OCc2ccccc2)c1
30: Cc1cc(CNC(=O)C2CCC(=O)N(CCc3ccc(Cl)cc3)C2)no1 (configuration not stated)

Assay by compound,21,22,23,24,25,26,27,28,29,30
RPL19A TOR yeast,107,97,93,95,90,97,99,108,98,95
AGP1-GFP MLPCN,98,83,93,97,88,98,101,106,97,98
CIT2-GFP yeast,97,102,99,95,83,106,100,111,91,98
LAP4 TOR yeast,94,91,91,94,92,98,108,101,103,69
MEP2 TOR yeast,103,97,91,96,98,95,104,109,101,81
proCasp3 act,-4,0,2,2,-1,11,-2,-7,15,4
AHR act,28,3,-1,2,-2,-1,12,0,2,0
procasp7 counter,0,8,0,-5,1,-3,2,8,-2,6

31: CCc1nccn1CCC(=O)N1CCCC(Nc2ccc(C(C)C)cc2)C1 (configuration not stated)
32: COC(=O)c1ccccc1NS(=O)(=O)c1ccc2c3c(cccc13)C(=O)N2
33: Cc1cc(C)c(S(=O)(=O)/N=C2\C=C(Nc3ccc(C(=O)O)cc3)C(=O)c3ccccc32)c(C)c1
34: Cc1cc(C)c(C)c(S(=O)(=O)N2CCN(c3ncnc4sc(C)c(C)c34)CC2)c1C
35: COc1ccc(N2CCN(C(=O)/C(C#N)=C/c3ccccc3)CC2)cc1
36: CSc1nc(-c2ccc(F)cc2)cc(=O)[nH]1
37: CCOC(=O)N1CCN(CC(O)COc2ccccc2C(C)C)CC1 (configuration not stated)
38: Cc1ccc(C(=O)NNC(=O)C2CCN(S(=O)(=O)c3ccc(Cl)cc3)CC2)cc1
39: C/C(=N/NS(=O)(=O)c1ccccc1)c1ccc(Cl)cc1
40: Cc1ccc2c(C)nc(N/C(N)=N/S(=O)(=O)c3ccc([N+](=O)[O-])cc3)nc2c1

Assay by compound,31,32,33,34,35,36,37,38,39,40
RPL19A TOR yeast,96,92,107,100,95,94,99,102,102,96
AGP1-GFP MLPCN,93,92,94,99,93,114,107,95,99,78
CIT2-GFP yeast,95,89,99,98,88,87,105,99,95,96
LAP4 TOR yeast,90,94,106,93,119,100,94,89,103,108
MEP2 TOR yeast,93,97,99,98,84,94,99,105,97,104
proCasp3 act,1,-4,-7,1,-9,-4,-1,3,4,-3
AHR act,0,-2,23,-2,4,-1,3,1,53*,-13
procasp7 counter,2,-8,-13,-3,-3,2,1,9,8,-6

41: COc1ccc(S(=O)(=O)N2CCOCC2)cc1NC(=O)CSc1n[nH]c(=O)n1C1CC1
42: C=CCNc1nnc(SCC(=O)Nc2ccccc2OC)c2ccccc12
43: Cc1cccc(-n2ncc3c(NCCCN4CCCC4=O)ncnc32)c1
44: O=C(O)C(O)(c1ccccc1)C(O)c1ccccc1 (configuration not stated)
45: Cc1nc(C)c(C(=O)N2CCCC(C(=O)c3ccc(Cl)cc3C)C2)s1 (configuration not stated)
46: Cc1ccc(S(=O)(=O)N2CCOCC2)cc1NC(=O)COC(=O)/C=C/c1ccc(F)cc1
47: CC(=O)NC(Cc1ccc(C)cc1)C(=O)NC1CCN(C(=O)c2ccc([N+](=O)[O-])cc2)CC1 (configuration not stated)
48: O=C(CSc1nnc(Cc2cc(=O)[nH]c(=O)[nH]2)n1-c1ccc(Cl)cc1)N1CCc2ccccc21
49: Cc1nn(Cc2ccccc2)c(C)c1C(=O)N1CCN(CC(=O)Nc2ccc(F)cc2)CC1
50: O=C(COc1ccc(OCc2ccccc2)cc1)NN=C1CCCC1

Assay by compound,41,42,43,44,45,46,47,48,49,50
RPL19A TOR yeast,101,105,96,98,100,99,107,101,96,95
AGP1-GFP MLPCN,100,103,98,102,105,96,106,106,94,107
CIT2-GFP yeast,106,102,98,101,100,99,100,99,94,84
LAP4 TOR yeast,100,103,104,97,97,87,90,98,93,152*
MEP2 TOR yeast,98,110,99,95,102,89,105,101,96,121
proCasp3 act,8,9,4,-1,5,2,5,7,-1,-7
AHR act,3,32,25,-1,3,0,-3,7,5,8
procasp7 counter,6,9,-2,1,-8,4,1,6,6,3

Looked up by structure from the list above, 5 records:
26: CCOC(=O)CSc1n[nH]c(-c2ccco2)n1
2: S=C(Nc1cccnc1)Nc1cccc2cnccc12
4: CCCN(/C=N/c1sc2c(c1C#N)CCCCC2)CCC
31: CCc1nccn1CCC(=O)N1CCCC(Nc2ccc(C(C)C)cc2)C1 (configuration not stated)
33: Cc1cc(C)c(S(=O)(=O)/N=C2\C=C(Nc3ccc(C(=O)O)cc3)C(=O)c3ccccc32)c(C)c1

Assay by compound,26,2,4,31,33
RPL19A TOR yeast,97,100,103,96,107
AGP1-GFP MLPCN,98,106,108,93,94
CIT2-GFP yeast,106,104,.,95,99
LAP4 TOR yeast,98,106,95,90,106
MEP2 TOR yeast,95,97,106,93,99
proCasp3 act,11,1,-7,1,-7
AHR act,-1,15,11,0,23
procasp7 counter,-3,-8,-5,2,-13

Additional records follow.
51: COc1ccc(/C=C/C(=O)NC(=S)NNC(=O)c2cnccn2)cc1
52: CCCCc1ccc(/C=C2\C(=O)ON=C2c2ccccc2)s1
53: CN(C)c1ccc(C2N3CC4(C)CN2CC(C)(C3)C4O)cc1 (configuration not stated)
54: Fc1ccc(C2CC(c3ccco3)=NN2c2ccccc2)cc1 (configuration not stated)
55: O=C(COc1ccc2ccc(=O)oc2c1)N1CCN(c2ccccc2)CC1
56: CC(NC(=O)C(=O)NN=C1CCCC1)c1ccccc1 (configuration not stated)
57: Cc1ccc(C(=O)Nc2ccncc2)o1
58: O=C(NC1CCCCC1)c1ccc(N2CCCC2=O)cc1
59: N#Cc1c(N)n(C2CCCCC2)c2nc3ccccc3nc12
60: O=C(CCN1C(=O)/C(=C/c2cccc(Br)c2)SC1=S)NNC(=O)c1cccnc1
61: CCOC(=O)N1CCC(NC(=O)c2ccc(CS(=O)c3cccc(C)c3)o2)CC1 (configuration not stated)
62: CC(C(=O)NCC1(c2ccccc2)CCOCC1)N1CCOCC1 (configuration not stated)

Assay by compound,51,52,53,54,55,56,57,58,59,60,61,62
RPL19A TOR yeast,98,108,92,96,104,95,97,30*[may fluoresce violet],99,124,104,97
AGP1-GFP MLPCN,93,95,90,101,99,92,103,?,101,120,104,101
CIT2-GFP yeast,94,103,86,96,111,92,102,.,94,105,104,94
LAP4 TOR yeast,225*,88,89,107,103,101,88,91[may fluoresce violet],92,120,107,104
MEP2 TOR yeast,122,103,92,103,111,101,99,322*[may fluoresce violet],102,123,113,92
proCasp3 act,10,12,4,32*,12,-1,8,-3,13,-8,-2,4
AHR act,1,0,-1,-4,3,2,6,-3,3,28,0,2
procasp7 counter,5,5,9,36*,11,8,7,9,62*,-22,2,2

Compound activity from PubChem BioAssay.
